NCOA1 inh – SRC1 coactivator transcriptional activity inhibitors, primary screen, cell-based, luminescence; HEK293 GAL4-SRC1 luciferase reporter; inhibition, % at 3.6 µM; Nuclear receptor coactivator 1 (Homo sapiens), Q15788; 0.12% of 360,000 active; AID 588354, 2011;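 active = inhibition above the campaign mean plus 3 SD, with each screening campaign given its own cutoff, cut at about 60% in these data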;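 also: 0% = DMSO treated cells and 100% = gossypol at 36 µM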
NCOA2 inhibitor – inhibition of GAL4-SRC2 driven luciferase reporter, primary screen, SRC2 inhibitor project, cell-based, luminescence | Nuclear receptor coactivator 2 (Homo sapiens), Q15596 | HEK293 GAL4-SRC2 luciferase reporter | inhibition, % at 9 µM | 0.17% of 370,000 active | AID 651957, 2012;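 active = inhibition above the mean inhibition of all tested compounds plus 3 SD, set per campaign, cut at about 52% in these data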;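 also: 0% = DMSO treated cells and 100% = cells given Gossypol at 36 µM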
NR2F2 inh – NR2F2 transcriptional activity inhibitors, primary screen, cell-based, luciferase reporter, HEK293T, luminescence. HEK293T NGFI-A luciferase reporter. COUP transcription factor 2 (Homo sapiens), P24468. inhibition, % at 8.6 µM. 0.7% of 370,000 active;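 active = inhibition above a per-plate cutoff, mean inhibition of test wells between control levels plus 3 SD, cut at about 38% in these data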;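 also: cells cotransfected with COUP-TFII expression vector driving the NGFI-A reporter; 0% = median of COUP-TF2 test wells and 100% = reporter-only cells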
Target sequence (P24468 whole entry, looked up): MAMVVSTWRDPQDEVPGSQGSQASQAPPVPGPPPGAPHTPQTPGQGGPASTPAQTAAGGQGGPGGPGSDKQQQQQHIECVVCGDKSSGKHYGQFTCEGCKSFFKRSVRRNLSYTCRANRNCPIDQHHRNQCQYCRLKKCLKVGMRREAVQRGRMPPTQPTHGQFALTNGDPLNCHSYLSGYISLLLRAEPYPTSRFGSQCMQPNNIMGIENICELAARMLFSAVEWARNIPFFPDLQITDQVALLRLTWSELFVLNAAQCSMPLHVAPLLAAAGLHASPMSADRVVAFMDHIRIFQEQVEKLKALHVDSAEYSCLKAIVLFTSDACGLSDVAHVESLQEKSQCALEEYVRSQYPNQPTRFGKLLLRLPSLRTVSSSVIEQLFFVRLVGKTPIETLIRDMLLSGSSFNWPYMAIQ
KKLEB tox – cytotoxicity in KKLEB CF airway cells, primary screen, cytotoxicity control for CF NF-kB inhibitor project, cell-based, uHTS, fluorescence assay plates | KKLEB CF airway cells viability, ATPlite luminescence, overnight; hits give low values; cells stimulated with P. aeruginosa culture filtrate | activity change (cytotoxicity), % at 5 µM | 0.36% of 360,000 active | AID 602141, 2011;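 active = corrected activity change at or below -50% at 5 µM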
TROY signal inh – inhibitors of TROY-driven NF-kB signaling, primary screen, Q293 LMP1-TROYcd cells, NF-kB luciferase, uHTS | inhibition, % at 10 µM | Q293 LMP1-TROYcd NF-kB luciferase reporter, 4 h | AID 1347056, 2019 | 0.98% of 360,000 active;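 active = compounds whose plate-normalised and pattern-corrected inhibition of the luciferase reporter signal at the single screening dose is 50% or more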
TWEAK-Fn14 inh – inhibitors of TWEAK-Fn14 signaling, primary screen, luciferase reporter cells, uHTS; inhibition, % at 10 µM; AID 1159606, 2016; TWEAK-stimulated Fn14 reporter cells, luciferase luminescence, 8 h; 2% of 360,000 active; in the data active = inhibition above about 50%
LRH-1 inv ag – LRH-1 (NR5A2) inverse agonists, primary screen, cell-based, luminescence, HEK293T, StAR-luciferase reporter. Nuclear receptor subfamily 5 group A member 2 (Homo sapiens), O00482. LRH-1 transfected, 24 h. inhibition, % at 3.6 µM. 0.13% of 360,000 active;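 active = inhibition above the mean inhibition of all tested compounds plus 3 SD, cut at about 73% in these data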;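 also: 0% = DMSO wells and 100% = reporter-only cells lacking LRH-1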
Target sequence (O00482 whole entry, looked up): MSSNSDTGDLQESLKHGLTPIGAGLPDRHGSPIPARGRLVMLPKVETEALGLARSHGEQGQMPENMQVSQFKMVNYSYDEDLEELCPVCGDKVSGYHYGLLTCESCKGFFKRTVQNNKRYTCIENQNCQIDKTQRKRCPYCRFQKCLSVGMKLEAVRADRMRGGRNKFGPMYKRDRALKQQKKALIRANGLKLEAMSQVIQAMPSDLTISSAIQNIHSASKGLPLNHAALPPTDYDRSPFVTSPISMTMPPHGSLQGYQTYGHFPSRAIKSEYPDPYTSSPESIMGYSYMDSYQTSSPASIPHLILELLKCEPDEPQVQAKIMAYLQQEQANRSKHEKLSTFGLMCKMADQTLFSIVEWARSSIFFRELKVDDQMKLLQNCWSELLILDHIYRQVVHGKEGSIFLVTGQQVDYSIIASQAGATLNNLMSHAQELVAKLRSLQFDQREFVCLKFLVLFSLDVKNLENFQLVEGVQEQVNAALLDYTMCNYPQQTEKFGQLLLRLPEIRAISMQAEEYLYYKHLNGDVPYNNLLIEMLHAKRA
NCOA3 inh – SRC3 coactivator transcriptional activity inhibitors, primary screen, cell-based, luminescence. inhibition, % at 3.6 µM. 0.17% of 360,000 active. AID 588352, 2011. HEK293 GAL4-SRC3 luciferase reporter;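 active = inhibition above a per-campaign cutoff, the mean of all compounds plus 3 SD, cut at about 60% in these data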;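 also: 0% = DMSO-treated cells and 100% = gossypol-treated cells at 36 µM; higher means less SRC3-driven luciferase light from the GAL4 reporter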
C8 TRAIL sens – viability loss with TRAIL in NB7+C8 cells, primary screen, TRAIL sensitizer project, cell-based, ATPlite luminescence; inhibition (viability loss, TRAIL sensitization), % at 10 µM; 1% of 360,000 active; AID 624354, 2012;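 active = compounds causing at least 50% loss of cell viability in the single-dose screen, relative to plate controls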
CF NFkB inh – inhibitors of PAF-induced NF-kB signaling, primary screen, cell-based, GFP fluorescence, uHTS; KKLEB NF-kB-GFP reporter, GFP fluorescence overnight; inhibition, % at 5 µM; 0.86% of 360,000 active; AID 588850, 2011;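 active = at least 50% inhibition at 5 µM, scaled per plate between neutral and stimulator controls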;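 also: PAF is a Pseudomonas aeruginosa culture filtrate used as stimulus; plate controls were PAF-stimulated DMSO wells for no effect and unstimulated DMSO wells for full effect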
EBV LMP1 NFkB – EBV LMP1-driven NF-kappaB luciferase reporter inhibitors, primary screen, cell-based, luminescence, single point; LMP1-induced NF-kappaB luciferase reporter cells; inhibition, % at 12.5 µM; 0.69% of 350,000 active; AID 504558, 2011; in the data active = inhibition above about 41%;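 also: 0% = neutral control wells and 100% = reference inhibitor control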
Active calls of the source: *; . = no result given. Some of the compounds tested, so the mix of outcomes need not match the whole.

SMILES	NCOA1 inh	NCOA2 inhibitor	NR2F2 inh	KKLEB tox	TROY signal inh	TWEAK-Fn14 inh	LRH-1 inv ag	NCOA3 inh	C8 TRAIL sens	CF NFkB inh	EBV LMP1 NFkB
COc1ccccc1-n1c(-c2ccccc2)nc2ccccc2c1=O	-7	-11	7	-5	-3	33	6	-3	8	-7	5
CC1CC2C(C(O)CC3(C)C(O)CCC23)C2(C)CCC(=O)C=C12 (stereo unspecified)	5	1	-6	-7	13	-3	17	0	8	22	0
CC(C)CN1Cc2cc(N3CCCCC3)ccc2-n2nncc2C1	-65	4	6	-1	-21	-28	-4	-7	-24	-15	.
CCOC(=O)[C@]12Cc3cc(OC)ccc3[C@H]1N(CCC(=O)OC)C(=O)c1cc(OC)ccc12	.	-10	10	.	21	11	-21	.	4	.	.
C[C@]1(O)CCC2C3CC[C@H]4C[C@@H](OC(=O)CNC(=O)CN)CC[C@]4(C)C3CC[C@@]21C (stereo partly specified)	-15	4	-8	-6	-1	-1	-3	-31	-22	7	-8
Cc1ccc(C(=O)N/C(=C\Cl)P(=O)(c2ccccc2)c2ccccc2)cc1	19	12	14	7	10	-4	17	9	10	-6	-29
Clc1ccc(CSC(Cn2ccnc2)c2ccc(Cl)cc2Cl)cc1 (stereo unspecified)	14	0	22	17	15	-4	-62	1	8	34	-1
CN(Cc1c[nH]c2ccccc12)C1CCCCC1	-17	1	-3	-8	19	8	13	10	-5	2	3
CC(C)c1ccc(-n2c(O)c(/C=N/N3CCOCC3)c(=O)[nH]c2=S)cc1	-16	-6	7	0	0	6	-10	-11	-12	22	-4
CCOc1cc(CNCCc2cccc(F)c2)ccc1OC	-11	-28	-5	2	12	-3	-3	6	-1	-21	5
COc1ccc(CCn2c(O)c(C=NCc3ccc4c(c3)OCO4)c(=O)[nH]c2=O)cc1OC	0	5	11	-8	-7	-16	3	2	0	2	5
CCCCn1c(O)c(/C=N/N2CCOCC2)c(=O)[nH]c1=S	-4	-27	-7	4	0	-7	-11	21	-2	9	-2
COc1cccc(CCNCc2c(F)cccc2F)c1	6	-28	-7	3	1	-30	-4	-3	2	-14	3
O=C(O)CNC1c2ccccc2CSc2ccccc21 (stereo unspecified)	-3	-14	20	3	-10	-1	-11	7	-9	-7	.
CCCCCn1c(=O)c(C(=O)NCc2ccccn2)c(O)c2ccccc21	-8	5	-11	-14	14	2	17	9	-10	9	9

Overlap with the part before: three entries, followed by the next part.
SMILES	NCOA1 inh	NCOA2 inhibitor	NR2F2 inh	KKLEB tox	TROY signal inh	TWEAK-Fn14 inh	LRH-1 inv ag	NCOA3 inh	C8 TRAIL sens	CF NFkB inh	EBV LMP1 NFkB
COc1cccc(CCNCc2c(F)cccc2F)c1	6	-28	-7	3	1	-30	-4	-3	2	-14	3
O=C(O)CNC1c2ccccc2CSc2ccccc21 (stereo unspecified)	-3	-14	20	3	-10	-1	-11	7	-9	-7	.
CCCCCn1c(=O)c(C(=O)NCc2ccccn2)c(O)c2ccccc21	-8	5	-11	-14	14	2	17	9	-10	9	9
Cc1nc2cc([N+](=O)[O-])ccc2c(=O)n1-c1ccc(Br)cc1	-1	18	-14	-8	-28	-7	-15	-7	6	15	-2
CCN(CC)C(=O)c1ccc(N(Cc2ccccc2)S(C)(=O)=O)cc1	-4	-16	20	-13	-8	-17	-3	3	0	-7	5
CC(=O)O[C@@]12CO[C@@H]1C[C@@H](O)[C@@]1(C)C(=O)[C@H](O)C3=C(C)[C@@H](OC(=O)[C@H](O)[C@@H](NC(=O)c4ccccc4)c4ccccc4)C[C@@](O)([C@@H](OC(=O)c4ccccc4)C12)C3(C)C (stereo partly specified)	-16	16	3	-22	5	23	31	12	12	23	23
COc1ccc(CCNC2(C#N)CCCCC2)cc1OC	4	-9	-7	5	3	4	8	-2	-5	-19	-4
O=[N+]([O-])c1ccc(C2C3C(c4ccccc4)=NC4(CCCCC4)N32)cc1 (stereo unspecified)	4	-16	4	-3	6	-9	23	14	14	-6	0
CCOP(=O)(OCC)C(NC(=O)NC)C(N)=O (stereo unspecified)	-9	17	-7	11	13	0	2	-1	-14	-12	-1
O=c1[nH]c2ccccc2n1C1CCN(C(c2ccccc2)c2nnnn2Cc2ccccc2)CC1 (stereo unspecified)	40	5	24	-106*	18	42	0	42	23	85*	.
COC(=O)C1=C(c2ccccc2OCc2ccccc2)C[C@@H]2CC[C@H]1N2C(=O)NCc1ccc(N(C)C)cc1	10	3	6	0	3	-43	2	-3	7	-7	-10
O=c1c2ccccc2nc(CN2CCOCC2)n1-c1ccccc1F	-6	0	-2	1	6	-6	-6	-12	12	6	-5
O=C(c1cccs1)c1cn(Cc2ccccc2Cl)c2ccccc12	23	0	10	-11	9	-12	-10	-1	1	23	-11
N=c1sc2c(n1Cc1ccccc1)CCCC2	15	-6	-8	-8	-8	4	15	4	-13	16	7
CCN1CCN(Cc2nc3ccc([N+](=O)[O-])cc3c(=O)n2-c2ccccc2F)CC1	6	20	4	-10	-23	2	13	2	5	8	-5
COc1ccc(NC(=O)C2C3CCC(O3)C2C(=O)O)c(OC)c1 (stereo unspecified)	-18	-6	-12	-4	-4	7	5	4	13	-2	-61
CCC(=NCc1cccnc1)c1c(O)n(-c2ccccc2)c(=O)[nH]c1=O	5	-39	13	-2	-3	-21	-4	12	-9	19	.
CCCCC(=O)N/N=C/c1c(O)n(Cc2ccco2)c(=O)[nH]c1=O	-5	-2	4	7	-6	2	7	12	5	6	4
Oc1cc2c(cc1CN1CCN(c3ccccc3)CC1)CCC2	-20	-11	-19	0	19	0	-3	12	-16	1	3
COC(=O)C1=COC(C)C2CN3CCc4c([nH]c5cc(OC)ccc45)C3CC12 (stereo unspecified)	-14	23	-15	-5	13	19	-12	3	-11	-1	.
O=C(Cn1cnc2sc3c(c2c1=O)CCCC3)NCCC(=O)N1CCC2(CC1)OCCO2	-6	8	4	-5	-1	33	3	1	10	4	-3
CC1(c2ccccc2)NCCN2C(=O)CSC21 (stereo unspecified)	14	-4	-18	-2	-4	8	3	2	-1	-1	-15
O=C1NC(c2cc3ccccc3nc2Cl)Nc2ccccc21 (stereo unspecified)	2	-9	-15	11	-16	-8	-17	-2	6	-5	-8
O=C(N/N=C/c1c(O)n(CCC2=CCCCC2)c(=S)[nH]c1=O)c1ccccc1	-65	-25	-44	-47	-16	4	-73	-43	12	19	-2
O=[N+]([O-])c1cc(Cl)c(O)c(-[n+]2c(-c3ccccc3)cc(-c3ccccc3)cc2-c2ccccc2)c1	16	6	13	20	-6	15	11	22	-7	-1	0
CC(=O)c1ccc(NC2=NCCCS2)cc1	-9	-6	-6	4	-26	-1	-34	-7	15	-17	2
CCN1CCN(c2nc3ccccc3s2)CC1	-87	.	.	11	-25	-12	-136	-64	11	-6	-22
CCCCn1nnnc1C(c1cccc2ccccc12)N1CCC2(CC1)C(=O)NCN2c1ccccc1 (stereo unspecified)	5	14	-8	-21	1	-7	3	-2	-7	45	.
Nc1c(C(=O)OCC2CCCO2)c2nc3ccccc3nc2n1Cc1cccs1 (stereo unspecified)	15	-12	26	-11	68*	49	33	26	-16	-8	-12
C=C1C(=O)OC2CC(C)C3C=CC(=O)C3(C)C(O)C12 (stereo unspecified)	36	.	.	-62*	26	102*	81*	42	86*	96*	93*
CC(C)Nc1nc(Cl)nc(NC(C)C)n1	-10	0	-3	-4	-15	8	8	-10	-5	18	-6
Cn1c(O)c(N=Nc2ccc(S(=O)(=O)N3CCOCC3)cc2)c(=O)n(C)c1=O	14	-15	0	13	-9	5	19	28	-1	-22	15
CCc1c(C)nc(N)nc1N1N=C1SC(C(C)=O)C(C)=O	9	0	-8	4	4	12	-5	14	3	9	-5
O=c1c2ccccc2nc(-c2ccccc2)n1-c1cccnc1	2	-14	-5	13	-7	10	21	-4	-10	-11	1
Cc1cccc(-n2c(-c3ccco3)nc3ccccc3c2=O)n1	2	-29	-3	-2	10	10	12	4	-13	10	-5
Cc1cccc(NP(=O)(Oc2ccccc2F)Oc2ccccc2F)c1	-26	-14	0	-5	20	20	9	8	-8	10	2
C[C@H]1COc2cccc(N3CCN(C)CC3)c2S(=O)(=O)N1	.	4	0	.	-12	14	4	.	-3	.	.
CC(Cc1cccs1)NCc1ccccc1 (stereo unspecified)	9	2	-8	0	17	-1	-6	17	-8	-9	1
c1ccc(N2C3C4CC(C5CCCC54)C32)cc1 (stereo unspecified)	-5	-3	4	-5	-8	-2	19	-8	-13	7	3
COc1cc(O)cc2c1cc([N+](=O)[O-])c1c(C(=O)O)cc3c(c12)OCO3	-9	-2	7	0	-17	3	7	14	1	-12	1
CN(C)CP(=O)(O)CN(C)C=O	-17	7	-11	-8	3	-10	2	-22	-6	0	1
CC[C@@H](CO)NC(=O)[C@@H]1C=C2c3cccc4[nH]cc(c34)C[C@H]2N(C)C1	4	7	3	0	1	-9	-14	-2	-9	-7	8
COc1ccc(CCn2c(O)c(/C=N/NC(=O)c3ccncc3)c(=O)[nH]c2=O)cc1OC	-2	-8	-7	-5	5	-1	-14	3	6	10	-2
Cc1cc(/C=C2\C(=O)NC(=O)N(c3ccc(Cl)cc3)C2=O)c(C)n1-c1sc2c(c1C#N)CCCC2	19	3	-1	-10	12	9	-11	18	16	-3	0
COc1ccc(OCC(=O)N2CCN(CC3CC4C=CC3C4)CC2)cc1 (stereo unspecified)	-4	-15	0	-2	9	1	7	1	2	4	1
O=C1NC(=O)C(=Cc2cccc(OCCOc3ccccc3)c2)C(=O)N1	-81	-34	-6	-6	-12	-10	-87	-81	-15	-4	-17
CCC(C)n1c(O)c(C=NCCc2ccccc2)c(=O)[nH]c1=S (stereo unspecified)	-4	0	-6	-12	-4	13	-2	-9	-6	19	4
COc1ccc(Cc2c(O)[nH]c(=S)[nH]c2=O)cc1	-7	9	-4	6	7	5	0	-28	5	-9	-4
c1ccc(CN2CCNCC2)nc1	-14	1	-19	2	9	-2	8	-3	-3	-13	-4
C=CCCC1(CC(C)C)C(=O)NC(=S)NC1=O	-6	-11	-25	0	-2	13	2	4	1	16	2
CC12CC(c3ccccc3O1)C(C(=O)OCc1ccccc1)C(=O)N2 (stereo unspecified)	7	-19	6	8	-7	-6	-7	13	1	-16	0
CCOP(=O)(OCC)C(NC(=O)c1cccc2ccccc12)C(Cl)(Cl)Cl (stereo unspecified)	15	2	0	4	-25	3	-17	19	-4	-13	3
